inhibitors of VEEV: inhibitors of VEEV TC-83 cytopathic effect, confirmation, Vero cells (AID 588727); 350,000 tested, 0.13% active; Vero cells, VEEV TC-83 cytopathic effect inhibition; higher % means a stronger effect; inhibition, % at 20 µM, or IC50 in µM where a hit was titrated; in the data active = a potency from the dose series; inconclusive = inhibition mostly from about 14% at the one dose, without a potency; inactive = the rest, 99 in 100 with inhibition below about 12%; note: strong numbers were not always called active
tuberculosis growth: growth inhibition of non-replicating M. tuberculosis (AID 488890); one-dose inhibition, % at 25 µM; IC50 in µM for titrated hits; 320,000 tested, 0.39% active; Mycobacterium tuberculosis non-replicating, growth inhibition; higher % means a stronger effect; in the data active = a potency from the dose series; inconclusive = inhibition mostly from about 82% at the one dose, without a potency; inactive = the rest, 99 in 100 with inhibition below about 76%;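 note: plate controls were DMSO cells for no effect and high antibiotic wells for full effect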
H1N1 NS1A inhibition: H1N1 influenza NS1A inhibitors, functional cell based assay (AID 504329); inhibition, % at 12.5 µM, or IC50 in µM where a hit was titrated; 340,000 tested, 0.3% active; NS1A functional cell-based assay, percent inhibition; higher % means a stronger effect; in the data active = a potency from the dose series; inconclusive = inhibition above about 27% without an active follow-up result; note: strong numbers were not always called active
Salmonella PhoP GFP: PhoP regulon inhibitors, Salmonella typhi PhoP promoter GFP reporter, confirmatory (AID 1850); 310,000 tested, 0.33% active; inhibition, % at 50 µM; hits with a dose series show IC50 in µM; Salmonella Typhi PhoP-promoter GFP reporter, fluorescence, 4 h; higher % means a stronger effect; in the data active = a potency from the dose series; inconclusive = inhibition mostly from about 25% at the one dose, without a potency; inactive = the rest, 99 in 100 with inhibition below about 19%;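 note: 0% = induced wells with vehicle and 100% = uninduced wells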
H37Rv inhibition: M. tuberculosis growth inhibition, HTS (AID 449762) | M. tuberculosis H37Rv growth inhibition, 7H9 media; higher % means a stronger effect | inhibition, % at 25 µM; hits with a dose series show IC50 in µM | 330,000 tested, 0.59% active; in the data active = a potency from the dose series; inconclusive = inhibition above about 70% without an active follow-up result;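 note: bacterial growth assessed after seven days of incubation; strong numbers were not always called active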
inhibitors of VEEV 10K pilot screen: second read-out of inhibitors of VEEV, no call of its own (marks repeat the call); inhibition, %; measured here: 10K pilot screen inhibition
* = called active by the depositor; i = inactive; ? = inconclusive; / = no result given.

SMILES	inhibitors of VEEV	tuberculosis growth	H1N1 NS1A inhibition	Salmonella PhoP GFP	H37Rv inhibition	others
O=P(Nc1ccccc1Cl)(c1ccccc1)c1nc2c(s1)CCCC2 (configuration not stated)	i	-6%	1%	2%	-26%
O=C(NCC1OCCc2ccccc21)c1ccc(NC(=O)c2ccc(Cl)cc2Cl)cc1 (configuration not stated)	0.2%	-6%	-5%	-6%	-6%
COc1ccc2nc(CNC(=O)C3CCC(=O)N(CCc4ccccc4)C3)[nH]c2c1 (configuration not stated)	2.3%	-13%	33%	-8%	-5%
COc1ccc(C=O)cc1CSc1nnc(COc2cccc3cccnc23)o1	7.4%	27%	-6%	-6%	12%
O=C1C=C(Nc2ccc(Cl)cc2)CC(c2ccco2)C1 (configuration not stated)	6.0%	9%	-10%	-8%	-6%
CC(C)(C)NC(=O)C(=O)NNC(=O)c1cccc(F)c1	0.1%	20%	-8%	6%	10%
O=C1CCN(C(=O)C(Cl)Cl)N1	0.6%	4%	-13%	-4%	6%	inhibitors of VEEV 10K pilot screen=1.9
Cc1cnc(NC(=O)CSc2nnc(-c3ccccc3)o2)s1	4.5%	?	-2%	-8%	41%
COc1ccc(Nc2nc(-c3ccccc3F)nc3ccccc23)cc1OC	6.9%	0%	-4%	1%	7%
O=C(Nc1ccc(F)cc1)N1CCCN(c2nccc(C(F)(F)F)n2)CC1	i	52%	8%	-12%	3%
Cc1oc(-c2ccc(Cl)cc2)nc1CS(=O)CC(=O)NC1CC1 (configuration not stated)	0.9%	-4%	-1%	7%	-4%
c1ccc2[nH]c(CSc3nccs3)nc2c1	i	4%	6%	11%	-33%
COC(=O)c1oc2ccccc2c1NC(=O)CN1CCCC1	1.2%	-3%	-4%	-6%	1%
COc1ccc(Nc2cc(C(=O)NCCCN3CCN(C)CC3)c3ccccc3n2)cc1	0.6%	/	6%	7%	-5%
c1ccc(COn2nnc3ccccc32)c(COn2nnc3ccccc32)c1	7.7%	9%	0%	-5%	-1%
COCCNC(=S)N1CCC(NC(=O)Nc2ccc(C)cc2)CC1	1.3%	-2%	-15%	-12%	0%
CC1(C)CC(=O)C=C(Nc2ccc(C(=O)O)cc2)C1	0.8%	1%	-3%	1%	-3%
Cc1ccc(S(=O)(=O)C2C(=O)N(C)C3(C)CC2c2ccccc2O3)cc1C (configuration not stated)	0.9%	0%	-5%	5%	2%
Nc1nc(SCC(=O)c2ccc(Cl)cc2)c2ncn(C3OC(CO)C(O)C3O)c2n1 (configuration not stated)	0.5%	/	-7%	/	/
Cc1ccc(-c2ccc(C(=O)NCc3ccc(Cl)cc3)o2)c2ccccc12	8.7%	31%	-6%	-2%	2%
N#CC1(C#N)OC12CCS(=O)(=O)c1ccccc12 (configuration not stated)	i	/	2%	/	/
CSc1nnc2c(n1)OC(C)N(C(=O)c1ccccc1)c1ccccc1-2 (configuration not stated)	7.8%	-1%	6%	-9%	-5%
O=C(OCC(=O)N1CCCc2ccccc21)c1ccc(F)c(S(=O)(=O)N2CCOCC2)c1	4.7%	10%	6%	3%	8%
Cn1c(COc2ccc(Cl)cc2)nnc1SCC(=O)NC1CC1	2.6%	8%	-11%	/	-8%
Cc1ccc(CNC(=O)c2csc3c2CCCCC3)cc1	4.6%	-20%	3%	-7%	-4%
Other results follow.
SMILES	inhibitors of VEEV	tuberculosis growth	H1N1 NS1A inhibition	Salmonella PhoP GFP	H37Rv inhibition	others
COc1ccc(C)cc1S(=O)(=O)N(CC(=O)N1CCOCC1)c1cc(C)cc(C)c1	1.3%	-5%	-11%	-3%	-4%
Cc1nonc1NC(=O)CSc1nc(C2CCCCC2)nc2ccccc12	i	?	-3%	12%	?
COCCNc1c(-c2ccc(OC)c(OC)c2)nc2ccc(Cl)cn12	7.6%	7%	4%	-2%	2%
CCCn1c(=O)c2c(nc3n2CCCN3Cc2ccccc2)n(C)c1=O	2.3%	5%	7%	-15%	-4%
COC(=O)CCCNC(=O)c1ccc(OS(=O)(=O)c2cc([N+](=O)[O-])ccc2C)cc1	5.8%	2%	1%	9%	6%
CCC1(C(=O)c2ccc(Cl)cc2)C2c3ccccc3OC(=O)C21C(=O)Nc1ccccc1 (configuration not stated)	5.9%	37%	2%	-3%	-1%
Cc1cc2c(N3CCCCC3C)ncnc2s1 (configuration not stated)	0.3%	8%	-4%	15%	-1%
COc1ccccc1C(c1nnnn1C(C)C)N1CCN(C(=O)c2ccco2)CC1 (configuration not stated)	i	-9%	7%	12%	-5%
O=C(C[n+]1ccccc1)N/N=C/c1ccc(O)cc1	1.2%	-17%	-3%	7%	-12%
Cc1cc(=O)n2nc(N3CCCC(C(=O)NCc4ccccc4Br)C3)sc2n1 (configuration not stated)	i	-9%	-3%	3%	6%
CCOc1ccccc1NC(=O)C(CC(C)C)NC(=O)C1CCCCC1 (configuration not stated)	6.1%	1%	-9%	-7%	3%
Cc1c(Br)c(C(F)(F)F)nn1CC(=O)NCc1ccccc1	i	-4%	-2%	-2%	-3%
CCC1C(=O)N=C(SCC(=O)NC2CCCCC2)NC1=O (configuration not stated)	i	69%	5%	-10%	13%
COc1cc2oc(=O)cc(-c3ccc(-c4ccc(C#N)cc4)cc3)c2c(OC)c1OC	1.0%	/	-15%	/	/
CC1CCCCN1S(=O)(=O)c1ccc(NC(=O)c2cccc(-n3cnnn3)c2)cc1 (configuration not stated)	i	25%	4%	2%	-3%
O=C(COC(=O)c1ccccc1NCCO)Nc1ccc(S(=O)(=O)NC2=NCCCCC2)cc1	5.8%	/	-3%	/	/
O=C(Cc1ccc(NC(=O)C2CCN(C(=O)C3CCCC3)CC2)cc1)Nc1ccc(C(=O)N2CCOCC2)cc1	i	/	-15%	/	/
COc1ccc(C(C(=O)NCc2ccccc2)N(C(=O)c2snc(C(N)=O)c2N)c2ccccc2OC)cc1OC (configuration not stated)	3.2%	6%	-4%	9%	7%
Cc1ccccc1C(=O)c1cccn1CC(=O)NCc1ccc(Cl)cc1	3.5%	12%	-4%	8%	6%
CC(C)[C@H](NC(=O)[C@H](Cc1ccccc1)n1c(=O)[nH]c2ccccc2c1=O)C(=O)N1CCC[C@H]1C(=O)O	0.4%	-1%	1%	7%	5%
COc1ccc(NC(=O)Nc2ccc3c(c2)C(=O)N([C@H](C)CO)C[C@H](C)[C@@H](CN(C)C(=O)NC(C)C)O3)cc1	i	0%	3%	/	2%
COc1ccc(C(=O)O)c(O)c1	1.1%	-4%	-3%	6%	-4%
Cc1ccc(S(=O)(=O)N2CCCC2CNC(=O)C(=O)NCCN2CCOCC2)cc1 (configuration not stated)	i	7%	-7%	4%	2%
Cc1cc(=S)cc(C)n1CCO	i	51%	-5%	-7%	2%
COc1cc(CNc2ccc3[nH]c(=O)[nH]c3c2)cc(Br)c1OCc1ccc(F)cc1	i	-7%	9%	6%	8%
Following part
SMILES	inhibitors of VEEV	tuberculosis growth	H1N1 NS1A inhibition	Salmonella PhoP GFP	H37Rv inhibition	others
CCCC[C@@H]1CNC(=O)C(=O)N1CCCc1cc(OC)c(OC)c(OC)c1	0.8%	2%	-1%	-14%	-3%
CCOc1ccc(NC(=O)CN(C)c2ccc(S(=O)(=O)N3CCOCC3)cn2)cc1OCC	4.1%	-3%	-11%	-4%	3%
CN1C(=O)/C(=C\c2ccc(N3CCCCC3)o2)C(=O)NC1=S	1.2%	69%	2%	-8%	53%
O=C(CCS(=O)(=O)c1ccc(Cl)cc1)Nc1nnc(-c2cccs2)o1	1.3%	?	-17%	1%	17%
CC(=O)c1ccc(-n2cc(-c3ccc(C(C)(C)C)cc3)[n+]3c2SCCC3)cc1	i	6.2µM*	5%	2%	4.3µM*
Cc1ccc(/C=C2/Sc3ccc(C(=O)N4CCN(c5ccccn5)CC4)cc3NC2=O)cc1	8.2%	34%	8%	-4%	-1%
COC(=O)C1(C)Nc2ccccc2C(=O)N1c1ccccc1C (configuration not stated)	0.3%	-33%	-7%	-6%	-7%
Cc1ccc2nc(/C(C#N)=C\c3ccc(Oc4ccc([N+](=O)[O-])cn4)cc3)[nH]c2c1	10%	69%	-13%	-19%	-1%
CCN(CC)CCCN1C(=O)C(O)=C(C(=O)c2sc(C)nc2C)C1c1ccco1 (configuration not stated)	3.4%	-19%	0%	-12%	-10%	inhibitors of VEEV 10K pilot screen=1.7
CC(C)Cc1cc(CN2CCC(CO)(Cc3ccccc3)CC2)[nH]n1	0.4%	12%	0%	6%	4%
Clc1ccc(/C=N/Nc2nn[nH]n2)cc1	3.1%	41%	5%	-4%	-6%
Cc1ccccc1Cn1ccc(=NCc2ccccc2)cc1	/	?	/	12%	4.4µM*
CCSCc1nnc(SCC(=O)Nc2nc3ccccc3s2)n1C	i	7%	5%	-18%	52%
CCOC(=O)N1CCN(C(=O)c2ccccc2N(C)S(C)(=O)=O)CC1	i	-4%	22%	-1%	1%
CC(C)Oc1ccccc1NC(=O)CSc1nc2ccccc2c(=O)n1C	6.5%	70%	0%	4%	-2%
CCOC(=O)NC(=O)CSc1ccc(C)cc1C	0.2%	35%	10%	7%	-8%
c1ccc2[nH]c(NC3=NCCC3)nc2c1	2.8%	i	1%	6%	?
NC(=O)C1CC(=O)N(c2ccc(OCC(=O)NCc3ccccc3)cc2)C1 (configuration not stated)	i	-12%	4%	4%	3%
CCOc1ccc(C(=O)Nc2ccccc2CC)cc1[N+](=O)[O-]	0.7%	1%	-4%	-8%	3%
NC(N)=N/N=C/c1ccc(OCc2ccccc2)cc1	7.5%	?	-1%	17%	22%
CNC(=O)NC(=S)NC(=O)c1ccccc1Cl	i	24%	-3%	12%	-9%
CCOc1cc(-c2nnn(CC(=O)N3CCCCC3)n2)ccc1OC	0.1%	-7%	-3%	-2%	1%
Cc1ccc(N=Cc2ccc(O)cc2O)cc1F	1.2%	71%	-2%	19%	-5%
CN1/C(=C\C(=O)c2cccnc2)Sc2ccccc21	1.1%	1%	1%	8%	30%	inhibitors of VEEV 10K pilot screen=2.4
CC(=O)NC(NC(=S)N1CCCCCC1)C(Cl)(Cl)Cl (configuration not stated)	0.8%	9%	4%	-2%	-1%
Next entries follow:
SMILES	inhibitors of VEEV	tuberculosis growth	H1N1 NS1A inhibition	Salmonella PhoP GFP	H37Rv inhibition	others
C[C@@H]1CN([C@@H](C)CO)C(=O)c2cccc(NC(=O)C3CCOCC3)c2O[C@H]1CN(C)S(=O)(=O)c1ccc(Cl)cc1	0.4%	-2%	-6%	/	-6%
CCCCCCOc1ccc(N2C(=O)CC(N3CCN(CCN=CC4C(=O)CC(C)(C)CC4=O)CC3)C2=O)cc1 (configuration not stated)	i	?	-5%	7%	12%
C=COCCn1c(-c2nonc2N)nc2ccccc21	10%	-8%	8%	-12%	4%
O=C(C[C@@H]1C/C=C\CCCC(=O)OC[C@@H]2CCCN2C1=O)N[C@@H](CO)Cc1ccccc1	0.5%	/	-5%	/	3%
CCc1ccc(N=C2NC(=O)/C(=C/c3ccc(OCC(=O)O)c(OC)c3)S2)cc1	2.6%	/	3%	/	/
COc1ccc(C(=O)Nn2cnc3ccccc3c2=O)cc1[N+](=O)[O-]	0.2%	0%	2%	-10%	4%
COc1ccc(C(=O)O)cc1NC(=S)NC(=O)C(c1ccccc1)c1ccccc1	7.8%	49%	-8%	-3%	10%
O=C(CSS(=O)(=O)O)N1CCN(C(=O)c2ccoc2)CC1	1.6%	-6%	11%	-4%	-2%
CCCCc1ccc(C2C(C#N)=C(N)SC(N)=C2C#N)s1	/	24%	/	-9%	-4%

High-throughput results as filed in PubChem.
